Lipid storage S3 – qHTS Assay for Lipid Storage Modulators in Drosophila S3 Cells; Drosophila S3 cells, BODIPY lipid droplet fluorescence, 18-24 h; cells fed with added oleic acid; lipid storage change, negative = inhibition, % at the top dose, mostly 46.1 µM; hits show Potency in µM; 0.64% of 320,000 active; active = well fitted inhibition curve with a large enough effect in the signal ratio, with a control signal flat, not every such curve was filed as active; inconclusive = small, poorly fitted or top-dose-only effect, or effect the other way, or a change in a side signal; the % refers to the signal ratio
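Drosophila S3 cells got compounds at several concentrations plus oleic acid (400 uM solution). Laser-scanning cytometry with 488 nm excitation read lipid droplets at 500-530 nm and cells at 575-640 nm. Percent activity was relative to 20 uM Triacsin C.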
Lipid storage S3 cell count max – further read-out of Lipid storage S3, marked with its call; cell number change, %; measured here: cell count max response;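 cells counted by Cell Tracker Red CMTPX staining in the red channel; peak over a dose series mostly up to 46.1 µM; percent activity relative to internal control wells on each plate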
* hit, by the source's call; i = inactive; ? = inconclusive; · = no result given; [ ] = dose if it differs, or a comment. % is scaled to controls: 0 for no effect and ±100 for the full control effect; potency is read from the fitted curve at half-maximal effect. These rows are one share of the data. The share of hits here may be higher or lower than overall.

Lipid storage S3 cell count max,Lipid storage S3,mol
0.5,-10.0%,COc1ccc(-c2cc(C(=O)O)no2)cc1
-9.7,-15.1%,CCOC(=O)Cn1c(=NC(=O)C2CC2)sc2c(C)cc(C)cc21
·,?,COc1cc(OC)cc(C(=O)NCCOC23CC4CC(CC(C4)C2)C3)c1
7.7,5.6%,O=C(c1cccnc1)N1CCN(c2ccc(Cl)cc2)CC1
9.3,1.1%,CC(C)NS(=O)(=O)c1ccc(NC(=O)NC2CCCCC2)cc1
5.1,10.7%,O=C(NC1CCCCC1)c1cc2ccccc2cc1O
1.7,-6.9%,O=C(CSCc1ccccc1)NCCCN1CCOCC1
7.9,28.3%,CCn1c(SCC(=O)N2CCOCC2)nc2ccccc21
·,?,CC(C)C(=O)NC(=O)[C@@H]1CCCN1C(=O)/C=C/c1ccccc1
-29.9,6.3%,Cc1cc(=O)[nH]c(Nc2cccc(C(F)(F)F)c2)n1
·,?,CN(C)S(=O)(=O)N1CCN(CC(O)COc2ccc(-c3ccccc3)cc2)CC1 (configuration not stated)
·,?,COC(=O)C1=C(C)Nc2ncnn2C1c1ccc(C)o1 (configuration not stated)

Sorted by the number under Lipid storage S3 cell count max (rising): five of the compounds above.
Lipid storage S3 cell count max,Lipid storage S3,mol
-29.9,6.3%,Cc1cc(=O)[nH]c(Nc2cccc(C(F)(F)F)c2)n1
0.5,-10.0%,COc1ccc(-c2cc(C(=O)O)no2)cc1
1.7,-6.9%,O=C(CSCc1ccccc1)NCCCN1CCOCC1
5.1,10.7%,O=C(NC1CCCCC1)c1cc2ccccc2cc1O
7.7,5.6%,O=C(c1cccnc1)N1CCN(c2ccc(Cl)cc2)CC1

The results go on.
Lipid storage S3 cell count max,Lipid storage S3,mol
·,i,COc1cc(OC)c(OC)cc1CN1CCCC(C(=O)N2CCCC2)C1 (configuration not stated)
·,?,O=C(Nc1cccc(S(=O)(=O)N2CCOCC2)c1)c1ccc2ccccc2n1
·,-2.9%[0.0737 µM],COc1ccc(S(=O)(=O)N(C)C)cc1NC(=O)Cc1ccc(S(=O)(=O)N2CCOCC2)s1
·,?,Brc1ccc(-c2nn3c(-c4ccccn4)nnc3s2)o1
-19.5,i,CCC(=O)N1CCc2cc(S(=O)(=O)CCC(=O)N3CCCC(C)C3)ccc21 (configuration not stated)
·,?,Cc1ccc2c(C)c(C(=O)N3CCC(O)(c4ccccc4)CC3)oc2c1C
·,?,COC(=O)C1=C(C)N=c2s/c(=C/c3cccs3)c(=O)n2C1c1ccc(F)cc1 (configuration not stated)
·,?,C/C(=N/NS(=O)(=O)c1ccc(C)cc1C)c1c[nH]c2ccccc12
·,?,COc1ccc(N/N=C/c2c(C(=O)O)ccc3ccccc23)cc1
9.9,6.4%,Cc1ccc(CN2CCN(Cc3cccn3-c3ccccn3)CC2CCO)o1 (configuration not stated)
·,?,CNC(=O)CN(c1ccc2c(c1)OCCO2)S(C)(=O)=O
·,?,Cc1cccc(N2CCN(C(=O)c3ccncc3)CC2)c1C
-15.6,6.9%,O=C(NCc1ccco1)C1CCCN(S(=O)(=O)c2ccc(-n3cnnn3)cc2)C1 (configuration not stated)
·,16.0%,COc1ccc(NC(=O)CN(C)C(=O)c2cc3c(cc2Cl)N2CCCCCC2=NS3(=O)=O)cc1
·,?,O=C(NCc1ccccc1)c1c(F)c(F)c(F)c(F)c1F
-6.7,4.6%,O=C(CCSCc1cccc(Cl)c1)NC1CCCC1
·,?,O=C(CCc1nc2ccccc2s1)c1ccccc1
·,?,COC(=O)CSc1nnc(CNC(=O)c2ccccc2F)n1-c1ccccc1
·,?,O=C(NCc1ccco1)/C(=C/c1cccc([N+](=O)[O-])c1)NC(=O)c1ccco1
-11.9,-16.2%,CCC1(C(=O)c2ccccc2)C2c3cc(Br)ccc3OC(=O)C21C(=O)N1CCOCC1 (configuration not stated)
13.4,0.1%,COc1ccc2nc(/C=N/NC(=O)[C@H](CCSC)NC(=O)OC(C)(C)C)ccc2c1
15.0,i,CCCCOc1ccc(NC(=O)C(=O)NCCC2=CCCCC2)cc1
·,?,O=C(NNc1nc(-c2ccccc2)cs1)c1ccco1
12.6,8.9%,COc1cc(/C=N/NC(=O)Cc2c[nH]c3ccccc23)cc(OC)c1OC
·,?,O=C(CSc1ccccc1C(=O)O)Nc1cccc(C(=O)O)c1
-0.7,5.3%,CC(C)c1nc2sc3c(=O)n(N)cnc3c2c2c1COC(C)(C)C2
7.0,-6.2%,O=S(=O)(c1ccc(F)cc1)N1CCN(c2ncccn2)CC1
-11.0,-16.7%,Cc1ccc(C2=NS(=O)(=O)N(C)C(C(=O)NC3CCCC3)=C2)cc1
·,?,Cc1nc(SCC(=O)NC(=O)NCc2ccco2)nc(C)c1C
-23.3,i,O=c1[nH]cnc2c1c(-c1ccccc1)cn2-c1ccccc1
·,?,Cc1c(C(c2ccc(O)cc2)c2c(C)n(C)n(-c3ccccc3)c2=O)c(=O)n(-c2ccccc2)n1C
·,?,CC(NC(=O)c1ccco1)C1CCCO1 (configuration not stated)
·,?,O=C(C1=C[C@H](c2coc3ccccc3c2=O)C[C@H](OCc2ccc(CO)cc2)O1)N1CCN(Cc2ccccc2)CC1
·,?,Cc1ccccc1NC(=O)Cn1cnc2c(oc3nc4c(cc32)COC(C)(C)C4)c1=O
·,?,CCN(CC)CCn1c2c(c(SCC(=O)Nc3nc4ccccc4s3)nc1=O)CCC2
·,?,COc1ccc(NC(=O)C(=O)c2cn(CC(=O)N3CCCC3)c3ccccc23)c(OC)c1

Single records (already shown). Order of values: Lipid storage S3 cell count max	Lipid storage S3
O=C(CSc1ccccc1C(=O)O)Nc1cccc(C(=O)O)c1 is listed as ·	?
Cc1ccccc1NC(=O)Cn1cnc2c(oc3nc4c(cc32)COC(C)(C)C4)c1=O is listed as ·	?

Next results:
Lipid storage S3 cell count max,Lipid storage S3,mol
·,?,CC1CCCCN1C(=O)CSc1nc(N)cc(=O)[nH]1 (configuration not stated)
·,?,Cc1onc(-c2c(F)cccc2Cl)c1C(=O)NC(=S)NC1CCSC1=O (configuration not stated)
-1.2,4.4%,Cc1cc(C=O)c(C)n1-c1ccc(N2CCCC2)c([N+](=O)[O-])c1
0.4,-19.5%,CC1(C)C2CCC1(CS(=O)(=O)NCc1ccc(Cl)cc1Cl)C(=O)C2 (configuration not stated)
-19.6,i,COc1ccc(OCc2cc(C(=O)NC(C)c3cnn(C)c3)no2)c(Cl)c1 (configuration not stated)
·,18.4%,COc1ccc(OCCN2C(=O)c3ccccc3C2=O)cc1
14.8,-1.3%,CCCc1[nH][nH]c(=O)c1C(c1cccc(Cl)c1)C(C#N)C#N (configuration not stated)
0.5,16.3%,CN(C)C(CNC(=O)c1cccc(NS(=O)(=O)c2ccc(Br)cc2)c1)c1ccco1 (configuration not stated)
·,?,O=C(O)c1cc(S(=O)(=O)Nc2ccc3oc(=O)sc3c2)ccc1O
-1.8,-6.5%,COc1ccc(-c2nn(-c3ccccc3)cc2/C=C2/SC(=S)N(Cc3ccco3)C2=O)c(C)c1
15.8,-17.7%,O=[N+]([O-])c1cccc(-c2ccc(C(=S)N3CCOCC3)o2)c1
·,?,COc1cc2cc(CCCOC(=O)c3ccc(Br)cc3)oc(=O)c2cc1OC
·,?,O=C1NCCCC1C(=O)N1CCCCC1 (configuration not stated)
·,?,CCOC(=O)N1CCN(S(=O)(=O)c2ccc(C(=O)N(CCN(C)C)c3nc4ccc(CC)cc4s3)cc2)CC1
-3.6,10.2%,Cc1ccc(Nc2nc(N)nc(CN3CCN(Cc4ccccc4)CC3)n2)cc1Cl
-8.2,26.1%,Cc1cc(C)c2c(n1)nn1c(-n3ccnc3)cc(C)nc21
·,?,Brc1cccc(OCCOCCn2ccnc2)c1
-4.2,0.8%,CCOC(=O)N1CCC(N(C(=O)Nc2ccccc2)C(C)CC)CC1 (configuration not stated)
·,?,CCOCCCNC(=O)C(c1ccc(C)cc1)N(Cc1cccs1)C(=O)c1ccccn1 (configuration not stated)
·,?,CCOC(=O)c1c(NC(=O)C[n+]2ccc(N(C)C)cc2)sc(C)c1C
-0.9,7.6%,Cc1cc(C(=O)CS(=O)(=O)c2ccc(Cl)cc2)cc(C)c1O
·,?,Cc1ccc(S(=O)(=O)N2CCN(c3nc4ccccc4nc3-n3nc(C)cc3C)CC2)cc1
·,?,CN(C)CCCCCN(C)Cc1cc2ccccc2o1
2.3,-13.7%,COc1ccc(C(=O)NCc2nnc(SCC(=O)Nc3cccc(F)c3)o2)cc1
-12.4,-4.5%,FC(F)(F)c1ccc(-n2cnc3ccccc32)nc1
-27.3,-9.6%,Clc1ccc2oc3c(Cl)ncnc3c2c1
·,i,N#C/C(=C\c1ccc(O)c(O)c1)S(=O)(=O)c1ccccc1
·,?,COc1cc(CNCCSc2nnnn2C)cc(Br)c1OCc1ccc(F)cc1
-3.8,-3.4%,O=C(NCc1nnc(SCC(=O)N2CCN(c3ccccc3)CC2)o1)c1ccco1
·,?,CNC(=S)N1CCN(c2c(F)cc3c(=O)c(C(=O)O)cn(C4CC4)c3c2OC)CC1C (configuration not stated)
·,?,Cn1nc(C(F)(F)F)c(C#N)c1N1CCN(c2ccccn2)CC1
-10.2,-20.7%,COc1cccc(/C=N/NC(=O)CSc2cccc3cccnc23)c1
-3.6,i,CCOC(=O)C1CCN(C(=O)N2CCOCC2)CC1
·,?,Cc1nn(-c2ccccc2)c(C)c1C(=O)Nc1ccc(N2CCOCC2)cc1
4.7,-3.0%,COc1ccc2oc(=Nc3cc(F)ccc3F)c(C(N)=O)cc2c1
·,?,COc1ccccc1-c1nc(N)n[nH]1
·,?,COc1cc(CNc2ncn[nH]2)cc(Br)c1OC
-4.4,0.8%,O=C(c1ccc(N2CCCC2=O)cc1)N1CCN(c2ccccc2F)CC1
-5.4,11.7%,CCCc1nc2oc3ccccc3c(=O)c2c(=O)n1-c1ccc(C)cc1
·,?,COCCCN(Cc1ccco1)C(=O)c1cc2c(s1)-c1ccc(Cl)cc1S(=O)(=O)C2
·,?,COC(=O)C1=C(C)NC(C)=C(C(=O)OCC2CCCO2)C1c1cccc(Cl)c1 (configuration not stated)
·,?,O=C(Cc1c[nH]c2ccccc12)N[C@@H](Cc1c[nH]c2ccccc12)C(=O)O
·,-0.7%,CCC(CC)c1nnc(NC(=O)CCc2ccccc2)s1
·,?,Cc1cc(Cl)ccc1OCC(=O)Nc1cccnc1
·,?,COc1ccccc1OCc1nc(C#N)c(NCCCn2ccnc2)o1
·,?,Cc1ccsc1/C=N/NC(=O)CNC(=O)c1c(F)cccc1Cl
-1.8,3.6%,COc1ccc(NC(=S)N2CCNC(=O)C2CC(=O)Nc2ccc(C)cc2)cc1 (configuration not stated)
·,?,CCn1c(CNC(=O)COc2ccc(C(C)C)cc2)nnc1SCC(=O)Nc1ccccc1F
19.0,-5.5%,Cc1ccc(-n2ncc(C(=O)Nc3cc(Cl)ccc3C)c2C2CCNCC2)cc1C
·,?,COc1cccc(-c2cc(C(=O)N3CCN(S(=O)(=O)c4ccc(Br)cc4)CC3)[nH]n2)c1
·,12.9%,CCCSc1nnc2n(C)c(=O)c3c4c(sc3n12)CCC4
·,?,CN(C)C1(CNC(=O)C2CCC(=O)N(CCc3ccc(Cl)cc3)C2)CCCCC1 (configuration not stated)
·,?,CN(Cc1ccccn1)C(=O)C1CCC(=O)N(CCc2ccc(Cl)cc2)C1 (configuration not stated)
19.2,-3.8%,O=c1ccc(Cl)cn1Cc1ccccc1F
·,i,CCOC(=O)c1c(NC(=O)c2cc(CC(C)C)on2)sc(C(C)=O)c1C
6.7,13.5%,Cc1ccc(C(=O)NC2CCN(S(=O)(=O)c3ccccc3)CC2)cc1
-4.9,17.2%,COc1cccc(NC(=O)CSc2nnc(C)s2)c1
10.8,-1.2%,COc1ccc(Cc2nnc(NC(=O)c3cccc([N+](=O)[O-])c3)s2)cc1
·,?,CCOC(=O)c1c(OCC)[nH]c2c1cc(O)c1ccccc12
·,-10.2%,Cc1ccc(C(=O)N/C(=C\c2cccs2)C(=O)NCc2ccncc2)cc1

(continued)
Lipid storage S3 cell count max,Lipid storage S3,mol
·,?,OCCN1CCN(c2ncnc3scc(-c4ccc(F)cc4)c23)CC1
·,1.0%,O=C(O)c1ccc(N2CC3CC(C2)c2cccc(=O)n2C3)c(NC(=S)Nc2ccc(Cl)cc2Cl)c1 (configuration not stated)
·,?,S=C(NCCc1ccccn1)Nc1ccc(Cl)c(Cl)c1
·,?,Cc1cc(C)c(C)c(S(=O)(=O)Nc2ccc(O)cc2)c1C
·,?,O=C(COC(=O)c1cc(=O)[nH]c2ccccc12)c1cccs1
·,?,NC(=O)[C@@H]1CCCN1C(=O)c1ccc2oc(CCc3ccccc3)nc2c1
10.1,11.4%,CCn1cc(C(=O)N[C@H](C(=O)NCCCO)C(C)C)c(=O)c2cc3c(cc21)OCO3
·,?,COC(=O)/C(=C/c1ccco1)NC(=O)c1ccco1
10.7,5.4%,COc1ccc(C(=O)C(OC(=O)c2ccc(C)c(NC(C)=O)c2)c2ccccc2)cc1 (configuration not stated)
10.8,-10.7%,CCc1cccc(CC)c1-n1c(-c2cccnc2)n[nH]c1=S

Some of the entries so far, with values under each structure:
Order of results: Lipid storage S3 cell count max, Lipid storage S3
S=C(NCCc1ccccn1)Nc1ccc(Cl)c(Cl)c1
  ·, ?
Cc1cc(C)c(C)c(S(=O)(=O)Nc2ccc(O)cc2)c1C
  ·, ?
O=C(COC(=O)c1cc(=O)[nH]c2ccccc12)c1cccs1
  ·, ?
NC(=O)[C@@H]1CCCN1C(=O)c1ccc2oc(CCc3ccccc3)nc2c1
  ·, ?
CCn1cc(C(=O)N[C@H](C(=O)NCCCO)C(C)C)c(=O)c2cc3c(cc21)OCO3
  10.1, 11.4%

From PubChem BioAssay
